Cav3 T inh = blocks human Cav3.2 T-type calcium channel; Cav3.2-expressing cells, Fluo-4 calcium fluorescence FDSS; active compounds read low; B-score at 10 µM; hit rate 4% among 100,000; AID 449739;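 active = single-dose well whose peak fluorescence ratio is a statistical outlier from its plate by either plate-standardised score or position-corrected B-score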
Target sequence (O95180 whole entry, looked up): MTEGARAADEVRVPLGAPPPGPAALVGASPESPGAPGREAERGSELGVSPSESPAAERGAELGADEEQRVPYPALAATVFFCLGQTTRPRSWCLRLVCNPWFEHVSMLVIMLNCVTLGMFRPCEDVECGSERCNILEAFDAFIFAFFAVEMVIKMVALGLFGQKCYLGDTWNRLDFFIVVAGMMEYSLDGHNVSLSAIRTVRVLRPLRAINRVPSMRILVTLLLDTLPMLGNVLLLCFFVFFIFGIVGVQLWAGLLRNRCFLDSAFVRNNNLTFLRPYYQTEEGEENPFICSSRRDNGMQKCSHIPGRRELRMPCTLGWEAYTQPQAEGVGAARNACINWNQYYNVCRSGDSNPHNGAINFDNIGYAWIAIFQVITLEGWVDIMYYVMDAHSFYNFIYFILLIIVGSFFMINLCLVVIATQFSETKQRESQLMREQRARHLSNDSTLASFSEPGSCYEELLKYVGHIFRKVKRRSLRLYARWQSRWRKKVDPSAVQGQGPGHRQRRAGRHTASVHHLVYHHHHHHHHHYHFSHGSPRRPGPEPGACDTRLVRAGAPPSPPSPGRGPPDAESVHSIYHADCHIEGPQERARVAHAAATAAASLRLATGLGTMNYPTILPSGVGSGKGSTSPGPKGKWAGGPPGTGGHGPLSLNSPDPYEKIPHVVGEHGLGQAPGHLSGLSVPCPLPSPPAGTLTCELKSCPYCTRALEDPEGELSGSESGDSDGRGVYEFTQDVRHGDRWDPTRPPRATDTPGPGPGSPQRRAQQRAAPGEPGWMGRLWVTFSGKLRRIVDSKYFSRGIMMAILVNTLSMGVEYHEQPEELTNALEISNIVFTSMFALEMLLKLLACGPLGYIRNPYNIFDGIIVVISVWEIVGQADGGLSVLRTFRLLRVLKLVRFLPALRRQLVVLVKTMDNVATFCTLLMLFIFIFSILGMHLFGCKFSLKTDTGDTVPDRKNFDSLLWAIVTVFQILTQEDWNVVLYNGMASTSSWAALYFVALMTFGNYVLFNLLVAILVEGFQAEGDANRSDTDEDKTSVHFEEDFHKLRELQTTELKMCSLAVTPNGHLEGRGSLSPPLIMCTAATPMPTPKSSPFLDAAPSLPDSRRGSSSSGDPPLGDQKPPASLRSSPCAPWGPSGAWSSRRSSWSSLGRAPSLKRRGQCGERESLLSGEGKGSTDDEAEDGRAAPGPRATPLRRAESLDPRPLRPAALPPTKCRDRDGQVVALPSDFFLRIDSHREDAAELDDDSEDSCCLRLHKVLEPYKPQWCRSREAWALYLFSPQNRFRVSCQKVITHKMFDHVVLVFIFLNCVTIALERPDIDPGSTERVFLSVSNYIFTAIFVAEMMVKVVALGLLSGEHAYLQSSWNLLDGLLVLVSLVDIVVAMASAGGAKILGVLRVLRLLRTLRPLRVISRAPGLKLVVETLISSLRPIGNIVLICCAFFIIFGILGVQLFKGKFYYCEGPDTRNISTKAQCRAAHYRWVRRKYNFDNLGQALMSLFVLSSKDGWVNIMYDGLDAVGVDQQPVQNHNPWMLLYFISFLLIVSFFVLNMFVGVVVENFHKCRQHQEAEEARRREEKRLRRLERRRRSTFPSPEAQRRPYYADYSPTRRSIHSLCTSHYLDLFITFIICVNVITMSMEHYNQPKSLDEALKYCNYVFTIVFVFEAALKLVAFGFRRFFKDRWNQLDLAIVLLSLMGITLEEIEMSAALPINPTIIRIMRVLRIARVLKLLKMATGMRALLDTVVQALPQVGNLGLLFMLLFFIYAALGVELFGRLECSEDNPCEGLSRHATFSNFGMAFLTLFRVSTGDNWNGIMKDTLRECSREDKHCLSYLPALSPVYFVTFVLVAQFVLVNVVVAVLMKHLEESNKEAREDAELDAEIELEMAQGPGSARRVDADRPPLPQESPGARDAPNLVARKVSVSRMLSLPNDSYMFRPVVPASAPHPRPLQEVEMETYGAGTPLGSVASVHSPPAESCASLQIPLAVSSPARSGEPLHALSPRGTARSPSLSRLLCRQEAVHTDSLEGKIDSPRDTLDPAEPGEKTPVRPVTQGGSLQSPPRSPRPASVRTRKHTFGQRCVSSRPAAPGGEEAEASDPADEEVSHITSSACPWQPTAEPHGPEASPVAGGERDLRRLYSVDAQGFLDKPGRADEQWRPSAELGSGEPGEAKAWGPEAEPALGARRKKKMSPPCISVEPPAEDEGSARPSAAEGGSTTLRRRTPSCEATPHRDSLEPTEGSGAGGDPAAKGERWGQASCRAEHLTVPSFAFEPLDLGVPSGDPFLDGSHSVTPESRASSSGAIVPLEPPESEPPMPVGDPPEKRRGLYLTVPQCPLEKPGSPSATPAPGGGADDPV
Numbers without * were called inactive.

canonical_smiles	Cav3 T inh
CC(=O)NCCNC(=O)CCNC(=O)c1ccc(Cl)cc1	0.052
Cc1nn(Cc2ccccc2)c2c1C(c1cccc(Cl)c1)C(C#N)=C(N)O2 (configuration not stated)	0.005
Cn1nc(C(F)(F)F)cc1C(=O)NC1CCCCCC1	-1.1
CS(=O)(=O)N(CC(=O)NCc1ccccn1)Cc1ccc(Cl)cc1	0.21
O=C(COc1ccc(Br)cc1)c1ccc2c(c1)CCCC2	-0.0033
O=C(Nc1ccccc1)N1CCN(c2ccc(F)cc2)CC1	0.73
Cc1cccc(NC(=O)c2cc(N3CCOCC3)nc3ccccc23)c1	-1.9
Cc1cc([N+](=O)[O-])cnc1NC(C)c1ccccc1 (configuration not stated)	-3.6
CC1=CC(C)(C)N(C)C(=O)N1c1ccc(Cl)cc1	1.9
Cc1cc(Cl)ccc1OCC(=O)OC(C)C(=O)N(C)C (configuration not stated)	0.28
COC(=O)c1[nH]c2cc(OC)c(OC)cc2c1NC(=O)Oc1ccccc1	1.3
COc1ccc(S(=O)(=O)N2CCCC(C(=O)NCc3ccccn3)C2)cc1 (configuration not stated)	-0.51
CC1CN(C(NC(=O)C(C)(C)C)C(Cl)(Cl)Cl)CC(C)O1 (configuration not stated)	0.0076
Cc1ccc(N2C(=O)c3ccc(C(=O)N4CCOCC4)cc3C2=O)cc1C	1.5
O=C(CSc1nc2ccccc2s1)NCCOc1ccc(Cl)cc1	-6.2*
c1ccc(-c2noc(-c3cccs3)n2)nc1	1.6
CCN(Cc1ccccc1)C(c1cccs1)c1nnnn1C1CCCCC1 (configuration not stated)	-3
COC(=O)c1c(NC(=O)CN2CCCC(C)C2)c2c(C)cccc2n1C (configuration not stated)	-0.84
CC(=O)C1=C(C)N(Cc2ccco2)C(=O)C1(NC(=O)C1CCCCC1)C(F)(F)F (configuration not stated)	0.76
O=C(CN(C(=O)CNS(=O)(=O)c1ccccc1)c1ccc2c(c1)OCCO2)NCc1ccco1	0.56
CC(O)[C@@H](C(=O)N1CCNCC1)n1cc(CCCCN)nn1 (some centres not stated)	0.064
COc1cccc(NC(=O)C(OC(=O)/C=C/c2ccc3c(c2)OCO3)c2ccccc2)c1 (configuration not stated)	-5.1*
COc1cccc(-c2cc3c(-n4cccc4)ncnc3o2)c1	0.42
CSc1ncccc1C(=O)OCC(=O)NC(=O)NCCC(C)C	-1.6
Cc1cccc(Cn2c(C(=O)OC(C)C)cc3c2ccn3C)c1	-2.8
CCCN(CCC)C(=O)COc1cc(=O)n(CC)c2ccccc12	0.34
CCNC(=O)C1CC(=O)N(Cc2ccc(F)cc2)C(=Nc2ccc(OC)cc2)S1 (configuration not stated)	-1.6
O=C1CSc2ccccc2N1Cc1ccc(F)cc1	-0.45
Cc1cc(=O)oc(C)c1C(=O)NCc1ccc(F)cc1	0.39
O=C(c1ccccc1F)N(Cc1ccccc1)C1CCS(=O)(=O)C1 (configuration not stated)	1.4
NC(=O)CC1NC(=O)c2cc([N+](=O)[O-])cc(I)c2OCCC(C(N)=O)NC(=O)[C@@H]2CCCN2C1=O (some centres not stated)	0.32
O=[N+]([O-])c1ccc(NCCNS(=O)(=O)c2ccccc2)c(C(F)(F)F)c1	-4.9*
CCCn1c(=O)c2ccccc2n2c(SCCOc3ccc(Cl)cc3)nnc12	0.069
Cc1cc(NC(=O)CCNS(=O)(=O)c2cc(Br)cnc2N)ccc1Br	-5*
COc1ccc(-c2cc(C(=O)NCc3cccnc3)no2)cc1	1.6
COc1ccc(NC(=O)C2CCN(C(=O)c3ccccc3)CC2)c(OC)c1	0.0063
O=C(O)c1cnc(-c2ccccc2)nc1Sc1ccc(Cl)cc1	-3.3
Cc1nc(SCC(=O)NCCc2ccccc2)c2oc3ccccc3c2n1	-0.47
COc1ccc(Nc2nc(C)nc3c2nnn3Cc2ccccc2)cc1OC	-1.2
Cc1cc(C)cc(CC(Cc2nc3ccccc3[nH]2)c2nc3ccccc3[nH]2)c1 (configuration not stated)	-6.7*
Nc1nc(N)c2sc3nc(C(F)(F)F)cc(C(F)(F)F)c3c2n1	0.062
Cc1ccc[n+](CC(=O)Nc2ccc([N+](=O)[O-])cc2Cl)c1	0.07
Cc1cccc(S(=O)(=O)N(CC(=O)Nc2ccccc2C)Cc2ccco2)c1	-2.6
CCOc1cc(C2C(C#N)=C(N)SC(N)=C2C#N)ccc1OCCN1CCOCC1	1.1
O=C(O)c1cccc(-n2cccc2/C=N/O)c1	0.26
CN(C)S(=O)(=O)c1ccc(C(=O)Nc2ccc(S(=O)(=O)NC3=NCCCCC3)cc2)cc1	0.28
CCOc1ccc(OCC)c(S(=O)(=O)NCc2ccc3c(c2)OCO3)c1	-1.5
CC(C)CSc1nc2c(c(=O)[nH]c(=O)n2C)n1CCc1ccccc1	-1.3
C(=NC12CN3CN(CN(C3)C1)C2)c1ccc2c(c1)OCO2	0.49
CCC(=O)c1ccc(OCC(O)CN(CCc2ccccc2)Cc2ccccc2)cc1 (configuration not stated)	-3.8
CCOc1cc(/C=N/n2cnnc2)ccc1OC(=O)c1cccc([N+](=O)[O-])c1	0.38
O=C(NCc1n[nH]c(=S)n1-c1ccc(F)cc1)c1ccc(S(=O)(=O)N2CCCC2)cc1	-0.11
CCc1ccc(OCC(=O)Nc2ncc3c(n2)CC(C)(C)CC3=O)cc1	0.87
Cn1cccc1Cc1nnc(SCC(=O)Nc2ccc3c(c2)OCO3)n1CCc1ccccc1	-9.2*
COc1ccc(CCNS(=O)(=O)c2cccc(S(=O)(=O)N3CCCC3)c2)cc1OC	0.22
COC(=O)c1cccc(NC(=O)CSc2ncn[nH]2)c1	0.19
CC(C)c1c(O)nc(SCCN(C)C)[nH]c1=O	0.18
COC(=O)c1ccccc1NC(=O)Nc1cccs1	0.63
Cc1ccc2[nH]c(=O)c(CN(Cc3ccccc3)Cc3nnnn3C3CCCC3)cc2c1	-1.9
CC1CN(S(=O)(=O)c2cccc(C(=O)OCC(=O)c3cccs3)c2)CC(C)O1 (configuration not stated)	-0.41

Continuation.
canonical_smiles	Cav3 T inh
NS(=O)(=O)c1ccc(NC(=O)c2ccccc2C(=O)N2CCCCC2)cc1	0.26
C=C(Cl)COc1ccc2c(CC)cc(=O)oc2c1	0.039
COC(=O)c1cccc(NCN2C(=O)c3ccccc3C2=O)c1	0.058
Fc1ccc(C(c2ccc(F)cc2)N2CCN(C/C=C/c3ccccc3)CC2)cc1	-4.5*
O=C(Nc1nc(-c2ccccc2)cs1)C1c2ccccc2Oc2ccccc21	-5.2*
O=C(CCCC(=O)N(CC(=O)NC1CCCCC1)Cc1ccccc1)Nc1ccccn1	0.8
COC(=O)Nc1ccc(S(=O)(=O)N(CCO)CCO)cc1	-1.4
CCn1c(SCc2cccc(C)c2)nnc1-c1ccc(C)cc1	-4.1
COc1ccccc1NC(=O)C/C(N)=N/O	-0.088
CC1(OC(=O)c2ccc(Cl)nc2)C(=O)C=C2C=C(c3ccsc3)OC=C2C1=O (configuration not stated)	-0.0011
Cc1ccc(C(=O)N2CCN(c3ccc([N+](=O)[O-])c(NCc4ccco4)c3)CC2)cc1	-1.2
Cc1ccc(-c2nnc(N3CCCCC3)c3ccccc23)cc1S(=O)(=O)N1CCN(C)CC1	-2.2
COc1ccc(C2CC(=O)c3cnc(N4CCN(Cc5ccccc5)CC4)nc3C2)cc1 (configuration not stated)	-0.61
O=C(CCc1ccccc1)c1c(O)cc(O)cc1O	-0.34
CCCCSc1nnc(-c2ccc(C)cc2)n1C	0.91
CCN(CC)c1ccc(NC(=O)C2CCCN(S(=O)(=O)c3cnc[nH]3)C2)c(C)c1 (configuration not stated)	0.53
COCC(=O)NC1CC2CCCC(C1)N2Cc1ccccc1 (configuration not stated)	0.011
COc1cccc(C(=O)NC(C)C(c2cccs2)N2CCN(C)CC2)c1 (configuration not stated)	0.42
CCc1cc2c(NCCO)ncnc2s1	-0.079
CC(=O)SCC(=O)N=c1sc2cc(F)ccc2n1C	-6.2*
Cc1ccc(C)c(Cn2nnc3c(=O)[nH]c(C4CCCN(C(=O)C5CCC5)C4)nc32)c1 (configuration not stated)	-0.83
OCc1nc2ccccc2n1CCCOc1ccc(Br)cc1	-1.7
Cc1ccc(Cc2c(C)nc3nc(SCC(=O)NCc4ccco4)nn3c2C)cc1	-1.3
C=CCn1c2ccccc2n2nc(C)c(=O)nc12	0.039
COc1cccc2cc(C(=O)n3ccc(C)n3)c(=O)oc12	-0.62
COc1cccc(NC(=O)CSc2nnc(Cc3cccn3C)n2-c2ccc(F)cc2)c1	-5*
O=C(O)C1CCCN1S(=O)(=O)c1ccc(Cl)c(Cl)c1 (configuration not stated)	-0.00048
N#CC1=C(c2ccccc2)/C(=C/c2ccccc2)OC1=O	0.99
CC(C)CC(=O)NN1CCCCC1	-0.12
Cc1sc2ncnc(NCC(c3ccco3)N(C)C)c2c1C (configuration not stated)	1.6
O=c1oc2ccccc2c2c1ncn2CCN1CCOCC1	0.042
CS(=O)(=O)N(CC(=O)Nc1cccc(Cl)c1)c1ccccc1Cl	-3.4
C=CCOc1c(OC)cc(Cl)cc1C1NC(=O)NC(C)=C1C(C)=O (configuration not stated)	0.083
Cc1sc(NC(=O)c2sc3nc4c(C)cccc4cc3c2N)c(C#N)c1C	-2.1
COc1ccccc1N=C1SC(C)CN1C(=O)C1CCC1 (configuration not stated)	-0.7
CC(NC(=O)c1cnc2n(c1=O)CCS2)c1ccccc1 (configuration not stated)	-0.051
O=C(Nc1ccc(F)cc1F)c1cc(-c2ccco2)on1	-1.1
COc1cc(CNc2ccccc2SC)ccc1O	-1.4
O=C(c1c(F)cccc1F)N1CCC(O)(c2cccnc2)CC1	-0.026
Cc1ncc([N+](=O)[O-])n1CCOC(=O)Nc1ccc(Cl)c(Cl)c1	-1.9
Cc1ccc(N2C(=O)c3ccccc3C2=O)cc1Cl	-0.046
Cc1noc(C)c1CSCC(=O)NC1=NCCS1	1.2
CN=C(Nc1cc(C)nn1-c1ccccc1)c1ccccc1F	-0.5
Cc1noc(C)c1COC(=O)c1cc(=O)[nH]c2ccccc12	0.23
Cc1cc(O)c(/C=N/Nc2ccccc2Cl)c(=O)o1	-0.041
COc1cc(-c2c(C#N)c(N)nc3c2CCCC3)ccc1O	0.17
Cc1cc(C)c(-n2c(O)c(C=NCCN3CCOCC3)c(=O)[nH]c2=O)c(C)c1	0.022
Cc1cc(NC(=O)CSc2nc3ccc(Cl)cc3[nH]2)no1	-0.91
O=C(CN(c1ccc(F)cc1)S(=O)(=O)c1ccc2c(c1)OCCO2)NCC1CCCO1 (configuration not stated)	0.53
O=C(NCCCCc1ccccc1)C1CC(c2cc(C(F)(F)F)cc(C(F)(F)F)c2)=NO1 (configuration not stated)	-1.6
CCCC(=O)NC(Nc1cccc(C(F)(F)F)c1)C(Cl)(Cl)Cl (configuration not stated)	-5*
CCCC(=O)c1ccc(N2CCN(C(=O)c3ccccc3Br)CC2)c(F)c1	0.39
c1ccc(-n2ncc3c2ncn2nnnc32)cc1	0.74
CC(=O)NNC(=O)C(O)(c1ccccc1)c1ccccc1	0.95
Cc1nnc(SCSc2nnc(C)s2)s1	-1.7
O=C(c1ccc(C(F)(F)F)cc1)N1CCC(=O)N(C(COCc2ccc(Cl)cc2)Cc2ccccc2)CC1 (configuration not stated)	-2.8
CCOC(=O)c1oc2ccc3c(c2c1C)C(=O)CC1(CCN(C(=O)OCC)CC1)O3	0.54
COCCn1nnnc1C(c1ccccc1OC)N1CCc2ccccc2C1 (configuration not stated)	-0.38
Cc1cc(C(=O)CSc2nc3ccc(Cl)cc3[nH]2)c(C)n1CC1CCCO1 (configuration not stated)	-2.9
CCCC(=O)Nc1cnc(NC(=O)c2cccc(F)c2)cc1C	-1.3

Gathered by group: those above with bromine
canonical_smiles	Cav3 T inh
O=C(COc1ccc(Br)cc1)c1ccc2c(c1)CCCC2	-0.0033
Cc1cc(NC(=O)CCNS(=O)(=O)c2cc(Br)cnc2N)ccc1Br	-5*
OCc1nc2ccccc2n1CCCOc1ccc(Br)cc1	-1.7
CCCC(=O)c1ccc(N2CCN(C(=O)c3ccccc3Br)CC2)c(F)c1	0.39

5 entries already listed, arranged by their value in Cav3 T inh, ascending.
structure | Cav3 T inh
Cc1sc(NC(=O)c2sc3nc4c(C)cccc4cc3c2N)c(C#N)c1C | -2.1
CN=C(Nc1cc(C)nn1-c1ccccc1)c1ccccc1F | -0.5
COc1cc(-c2c(C#N)c(N)nc3c2CCCC3)ccc1O | 0.17
CCCC(=O)c1ccc(N2CCN(C(=O)c3ccccc3Br)CC2)c(F)c1 | 0.39
CCOC(=O)c1oc2ccc3c(c2c1C)C(=O)CC1(CCN(C(=O)OCC)CC1)O3 | 0.54

(next part)
canonical_smiles	Cav3 T inh
Cc1ccc(N2C(=O)SC(N(CC(=O)O)c3cccc(C)c3)C2=O)cc1 (configuration not stated)	-2.2
CCc1nnc(NC(=O)CCC(=O)NCc2ccccc2OC)s1	1.5
Cc1ccc(C)c(Cn2cnc3c(nnn3-c3ccc(F)cc3)c2=O)c1	0.024
CC1(C)CC(=O)c2sc(NC(=O)c3cccs3)nc2C1	-0.74
COC(=O)C1=C(C)NC(C)=C(C(=O)OC)C1c1ccc(NC(C)=O)cc1	0.8
Cc1ccccc1-n1nc2c(c1NC(=O)c1ccc(Br)o1)CSC2	-4.7*
O=C(CCC(=O)N(CC(=O)NC1CCCC1)C1CCCC1)Nc1ccccn1	0.89
C(=N\n1cnnc1)/c1cn(Cc2ccccc2)c2ccccc12	0.02

Screening results deposited in PubChem BioAssay by Vanderbilt High Throughput Screening Facility.

Only part of the results is shown; count on the stated rates, not on these rows.
